Screening results: PubChem, several laboratories
NadD inh: blocks S. aureus nicotinate mononucleotide adenylyltransferase. purified NadD enzyme, colorimetric absorbance read-out. inhibition, % at 20 µM. 0.78% of 360,000 active. AID 602399; in the data active means inhibition above about 26%; further: some compounds past the cut are filed as inactive
TbMetRS inhib: Trypanosoma brucei MetRS inhibition; purified T. brucei MetRS, ATP depletion, Kinase-Glo luminescence; inhibition, % at 11.9 µM; 0.4% of 360,000 active; AID 624268;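 active means inhibition above a per-plate cutoff of the control wells' mean inhibition plus 3 SD, cut at about 5.5% in these data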;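 further: 0% = DMSO wells median and 100% = median of wells with control inhibitor compound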
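Material – parasite MetRS enzyme · Medium – HEPES-MgCl2-KCl buffer plus DTT, spermine, BSA, pyrophosphatase · Reagent – ATP, methionine and E. coli bulk tRNA substrates · Times – 15 min enzyme-compound preincubation, 2 h reaction, 10 min detection, 25 °C · Measured by – luminescence of leftover ATP · Evaluation – percent inhibition relative to median high and low control wells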
MLLE-PAM2 inh: inhibitors of microRNA-mediated deadenylation, human PABP1 MLLE binding; inhibition, % at 20 µM; P11940; GST-MLLE / FITC-PAM2 fluorescence polarization; 0.36% of 360,000 active; in the data active means inhibition above about 35%, passing the limit was not always enough;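 further: plate controls were DMSO wells with GST-MLLE for no effect and wells lacking GST-MLLE protein for full effect; some results filed as inactive read as strong as hits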
Target sequence (P11940 whole entry, looked up): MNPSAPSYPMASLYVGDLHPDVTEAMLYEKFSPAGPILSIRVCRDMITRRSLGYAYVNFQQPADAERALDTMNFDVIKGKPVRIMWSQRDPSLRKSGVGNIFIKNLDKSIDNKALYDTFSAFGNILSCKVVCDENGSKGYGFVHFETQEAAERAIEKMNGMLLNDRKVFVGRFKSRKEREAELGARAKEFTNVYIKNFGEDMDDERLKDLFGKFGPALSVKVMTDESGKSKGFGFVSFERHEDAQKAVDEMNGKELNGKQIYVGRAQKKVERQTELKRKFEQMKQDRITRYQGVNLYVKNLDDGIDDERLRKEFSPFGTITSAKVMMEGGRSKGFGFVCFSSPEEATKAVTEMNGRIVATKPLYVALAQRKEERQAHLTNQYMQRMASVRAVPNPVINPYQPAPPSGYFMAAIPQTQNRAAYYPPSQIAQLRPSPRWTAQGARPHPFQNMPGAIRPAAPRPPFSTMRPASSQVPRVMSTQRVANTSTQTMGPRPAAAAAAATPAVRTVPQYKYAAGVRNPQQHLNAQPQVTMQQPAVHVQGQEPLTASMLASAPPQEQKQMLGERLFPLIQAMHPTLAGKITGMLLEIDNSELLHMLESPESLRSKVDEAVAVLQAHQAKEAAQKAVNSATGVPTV
Rpn11 block: inhibitors of human proteasome Rpn11; O00487; human 26S proteasome, Ub4-pepOG fluorescence polarization; 20S core pre-blocked with epoxomicin; calls only at 20 µM; 0.59% of 360,000 active; AID 588493;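 active means inhibition at 20 µM, scaled to each plate's controls, above about 33%, limit read from the data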
DNMT1 block: inhibitors of human DNMT1 | P26358 | DNMT1 molecular beacon, Hinp1I cleavage, fluorescence | 0.83% of 360,000 active | inhibition (reported as % activation of signal), % at 10 µM | AID 588458; in the data active means inhibition above about 50%
LMPTP block: blocks human LMPTP phosphatase | recombinant LMPTP-A, OMFP fluorogenic substrate, fluorescence intensity | inhibition, % at 20 µM | 0.22% of 360,000 active;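 active means compounds that cut the enzyme signal by at least half of the control window in the single-dose screen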;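 further: plate controls were DMSO wells with enzyme plus substrate for no effect and substrate without enzyme for full effect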
Target sequence (P24666 whole entry, looked up): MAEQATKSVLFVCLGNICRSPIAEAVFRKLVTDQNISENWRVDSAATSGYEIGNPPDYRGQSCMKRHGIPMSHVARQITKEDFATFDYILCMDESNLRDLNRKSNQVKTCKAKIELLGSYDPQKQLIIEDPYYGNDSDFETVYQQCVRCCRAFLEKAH
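Test system: LMPTP-A, protein tyrosine phosphatase of low molecular weight; Input: 0.625 nM enzyme; Incubation: 50 min dark incubation at room temperature; Signal: endpoint fluorescence intensity from OMFP dephosphorylation; Read-out basis: % inhibition versus control wells.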
STEP block: inhibitors of human striatal-enriched phosphatase STEP. P54829. recombinant STEP, OMFP fluorogenic substrate, fluorescence. 0.25% of 360,000 active. inhibition, % at 20 µM;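 active means inhibition at 20 µM, scaled per plate between control wells, above about 37%, limit read from the data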;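 further: 0% = DMSO with enzyme and substrate and 100% = substrate only without enzyme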
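Test system: STEP tyrosine phosphatase / Reagent: OMFP at 25 µM / Doses: 20 µM, 1% DMSO / Read-out: percent inhibition scaled to no-enzyme and uninhibited-enzyme controls, plate-pattern corrected / Detection: FITC-channel fluorescence of OMFP product / Medium: Bis-Tris buffer pH 6.0, 2.5 mM DTT, 0.005% Tween 20 / Schedule: 20 min at room temperature, dark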
CSN deneddyl inh: CSN deneddylation inhibition. Purified CSN, SCF-Nedd8-OG deneddylation, fluorescence polarization. inhibition, % at 12.5 µM. 0.38% of 360,000 active;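 active means pattern-corrected inhibition above about 35%, with an unprinted fluorescence ratio check between 0.5 and 1.5, limit read from the data, passing the limit was not always enough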;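 further: 0% = enzyme with substrate and 100% = substrate without enzyme; some results filed as inactive read as strong as hits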
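Material: purified human Csn5 enzyme expressed in HEK293T cells / Medium: Tris buffer pH 7.5, NaCl, DTT, Tween-20, trehalose, ovalbumin / Compound dosing: 12.5 µM single point / Schedule: 90 min incubation of compound, enzyme and substrate at room temperature / Signal: fluorescence polarization of the substrate / Control set: no-enzyme wells high, enzyme-with-substrate wells low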
Scp-1 inhibitor: Scp-1 (human) phosphatase inhibition; inhibition, % at 20 µM; 0.88% of 340,000 active; Recombinant Scp1, phosphopeptide, malachite green phosphate absorbance; Q9GZU7; AID 493091;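 active means inhibition above about 50% at 20 µM, limit read from the data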;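 further: plate controls were DMSO wells with enzyme for no effect and wells lacking enzyme for full effect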
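Assay system: SCP-1 catalytic fragment, aa 76-261 | Buffer or medium: Tris acetate buffer pH 5.5 with MgCl2 and Tween-20 | Compound: One concentration, 20 µM, with 1.0% DMSO | Also added: Phospho 17-mer peptide substrate | Signal: Absorbance at 630 nm | Incubation: 45 min enzyme reaction at room temperature | Measure: % inhibition of SCP-1 phosphate liberation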
SUMO1 PPI mod: SUMO1-SIM interaction modulation | P63165 | AID 602429 | 0.33% of 360,000 active | inhibition, % at 20 µM | SUMO1 binding to a labelled peptide, TR-FRET, 1 h; in the data active means inhibition above about 37%
Target sequence (P63165 whole entry, looked up): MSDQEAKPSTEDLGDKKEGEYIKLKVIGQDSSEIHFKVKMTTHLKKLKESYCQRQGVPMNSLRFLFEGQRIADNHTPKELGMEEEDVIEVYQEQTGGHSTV
An asterisk follows results filed as active; i = inactive; · = no result given; + = active, no number.

cpd	structure	NadD inh	TbMetRS inhib	MLLE-PAM2 inh	Rpn11 block	DNMT1 block	LMPTP block	STEP block	CSN deneddyl inh	Scp-1 inhibitor	SUMO1 PPI mod
1	Cc1ccc2nc3n(c(=O)c2c1)-c1cc2ccccc2cc1C(=O)NC3Cc1ccc(O)cc1 (stereo not given)	23	-0.5	-7	i	-13	1.8	-2	5	·	2
2	COC(=O)c1cc2ccsc2n1CC(=O)NCC1CCCO1 (stereo not given)	3	-0.5	10	i	1	0.3	0	1	3	-1
3	COC(=O)c1c(NC(=O)CSc2ncn[nH]2)sc(C)c1C	-1	-0.4	2	i	1	-1.1	1	1	·	2
4	Cc1ccc(CN2CCN(CC(=O)N=Nc3c(O)[nH]c4ccccc34)CC2)cc1	-3	0.5	4	i	-1	0.7	0	-5	-6	-17
5	COCCNC(=O)c1ccccc1NC(=O)c1ccc(Cl)c(S(=O)(=O)Nc2ccc(C)cc2C)c1	-6	-0.3	-14	i	-3	1.5	0	6	-10	7
6	O=C(CN(c1ccccc1)S(=O)(=O)c1ccccc1)NCCSCc1ccco1	1	-0.1	14	i	15	25	2	5	11	2
7	CCCCCn1c(CN2CCN(C(=O)OCC)CC2)nc2c1c(=O)n(C)c(=O)n2C	-2	0.1	-4	i	-2	-1.3	-6	0	-5	6
8	O=C(COC(=O)C1(c2ccc(F)cc2)CCCC1)N1CCOCC1	-1	-0.7	-10	i	3	-3.1	1	-1	-10	-3
9	O=C(NN=Cc1ccccc1Cl)c1ccc(-n2cnnn2)cc1	-5	0.3	16	i	6	-1.3	2	4	-8	-15
10	CCCCn1c(CNC(=O)c2cccs2)nc2ccccc21	4	0.2	15	i	0	0.8	1	1	-4	1
11	COc1cc(NC(=O)COc2ccccc2Cl)ccc1NC(=O)c1cccs1	-13	-1.5	8	i	3	0.7	-2	0	2	5
12	CCc1nc2c(OCc3cc(Cl)cc(Cl)c3)cccn2c1N(C)C(=O)c1ccccc1F	9	0.1	9	i	-9	14	4	3	·	4
13	Nc1ccc[n+](Cc2ccccn2)c1	1	-0.3	5	i	0	-0.4	0	-5	-3	-6
14	CC(=O)NN1C(=O)/C(=C\c2ccc(Br)o2)SC1=S	0	0.9	11	+	81*	1.6	17	33	6	25
15	COc1cc([N+](=O)[O-])cc([N+](=O)[O-])c1NC(=O)N1CCOCC1	1	-0.1	-6	i	-8	-0.2	0	1	-3	-26
16	CC(=O)Nc1ccc(S(=O)(=O)N2CCC3(CC2)CC(=O)c2ccccc2O3)cc1	-2	-0.2	8	i	-1	-1.0	0	-1	-12	1
17	COc1ccc(S(=O)(=O)N2CCCCCC2)cc1NS(=O)(=O)c1cc(C(=O)O)cc(C)c1C	-6	-0.1	10	i	3	-0.3	-2	2	3	0
18	CSc1ccc(/C=N/NC(=O)c2ccccc2Cl)cc1	-5	-1.0	5	i	4	-0.5	-2	2	1	-12
19	COC(=O)Cc1csc(NC(=O)c2ccc3ncsc3c2)n1	4	-0.1	-12	i	-5	2.4	-1	8	-6	11
20	Cc1nc(-c2cccc(-c3noc(C)n3)c2)no1	-1	0.2	-4	i	1	-2.5	-9	-4	-5	1
21	OC1CCCC1NCc1ccnc2cc(Cl)ccc12 (stereo not given)	-3	1.1	-7	i	4	1.1	1	-2	-8	2
22	O=C(CCN1C(=O)[C@@H]2Cc3ccccc3CN2C1=O)N[C@@H](Cc1ccccc1)C(=O)O	2	-0.1	1	i	6	-1.1	1	-1	-1	0
23	O=C(Nc1c(C(=O)N2CCOCC2)cnn1-c1ccccc1)c1ccccc1	-1	-0.6	4	i	3	-1.2	3	-1	0	-1
24	CC(C)=CCc1c(O)c(CC=C(C)C)c2occ(-c3ccc(O)cc3)c(=O)c2c1O	2	-0.2	-4	i	-30	2.7	-1	5	-12	3
25	CSC(=O)CC(=O)NC(=O)c1ccccc1	0	-0.1	9	i	2	-1.8	1	5	-2	1
26	NS(=O)(=O)c1ccc(N2CCN(S(=O)(=O)Cc3ccccc3)CC2)nc1	-3	-0.2	-2	i	-4	0.0	2	0	-1	11
27	CCN(CC)S(=O)(=O)c1ccc(NC(=O)COC(=O)CNC(=O)C2CCCCC2)cc1	-2	-0.4	-9	i	-3	-1.2	-1	0	-6	6
28	CC(=O)Nc1ccc(S(=O)(=O)Nc2cc(Cl)ccc2N2CCOCC2)cc1	-3	0.3	2	i	-6	0.1	-1	6	-8	1
29	COc1ccccc1N1C(=O)C2CC=CC(C)C2C1=O (stereo not given)	-5	-1.4	2	i	1	-1.5	-5	-5	-10	-2
30	CCOC(=O)N1CCC(N2Cc3cccc(C(=O)Nc4ccc(OC)c(OC)c4)c3C2=O)CC1	-1	-0.9	4	i	-3	1.4	3	1	-17	2

Nos. 1–3, quoted:
cpd	structure	NadD inh	TbMetRS inhib	MLLE-PAM2 inh	Rpn11 block	DNMT1 block	LMPTP block	STEP block	CSN deneddyl inh	Scp-1 inhibitor	SUMO1 PPI mod
1	Cc1ccc2nc3n(c(=O)c2c1)-c1cc2ccccc2cc1C(=O)NC3Cc1ccc(O)cc1 (stereo not given)	23	-0.5	-7	i	-13	1.8	-2	5	·	2
2	COC(=O)c1cc2ccsc2n1CC(=O)NCC1CCCO1 (stereo not given)	3	-0.5	10	i	1	0.3	0	1	3	-1
3	COC(=O)c1c(NC(=O)CSc2ncn[nH]2)sc(C)c1C	-1	-0.4	2	i	1	-1.1	1	1	·	2

Shown with one line to a screen: part of the list above
[8] O=C(COC(=O)C1(c2ccc(F)cc2)CCCC1)N1CCOCC1
[17] COc1ccc(S(=O)(=O)N2CCCCCC2)cc1NS(=O)(=O)c1cc(C(=O)O)cc(C)c1C
entry no. | 8 | 17
NadD inh | -1 | -6
TbMetRS inhib | -0.7 | -0.1
MLLE-PAM2 inh | -10 | 10
Rpn11 block | i | i
DNMT1 block | 3 | 3
LMPTP block | -3.1 | -0.3
STEP block | 1 | -2
CSN deneddyl inh | -1 | 2
Scp-1 inhibitor | -10 | 3
SUMO1 PPI mod | -3 | 0

Full records, looked up by structure.
CC(=O)NN1C(=O)/C(=C\c2ccc(Br)o2)SC1=S is entered as NadD inh = 0; TbMetRS inhib = 0.9; MLLE-PAM2 inh = 11; Rpn11 block = +; DNMT1 block = 81*; LMPTP block = 1.6; STEP block = 17; CSN deneddyl inh = 33; Scp-1 inhibitor = 6; SUMO1 PPI mod = 25
CCN(CC)S(=O)(=O)c1ccc(NC(=O)COC(=O)CNC(=O)C2CCCCC2)cc1 is entered as NadD inh = -2; TbMetRS inhib = -0.4; MLLE-PAM2 inh = -9; Rpn11 block = i; DNMT1 block = -3; LMPTP block = -1.2; STEP block = -1; CSN deneddyl inh = 0; Scp-1 inhibitor = -6; SUMO1 PPI mod = 6

More entries follow.
cpd	structure	NadD inh	TbMetRS inhib	MLLE-PAM2 inh	Rpn11 block	DNMT1 block	LMPTP block	STEP block	CSN deneddyl inh	Scp-1 inhibitor	SUMO1 PPI mod
31	COc1ccc(CCNC(=S)Nc2cccc(C)c2)cc1	1	-1.3	-12	i	-2	0.7	2	-3	-3	3
32	CCC(C)[C@H](NC(=O)N1CCCC1)C(=O)O (stereo not given in full)	-3	-0.2	-3	i	1	-2.0	0	-1	-8	1
33	COc1ccc2cc(CCC(C)=O)ccc2c1	5	0.2	11	i	3	-1.6	0	-1	-9	-4
34	C=CCn1c(=O)c(C(=O)NCCNCC)c(O)c2ccccc21	3	-0.2	14	i	-5	-6.8	2	4	-14	3
35	CNc1c(NS(=O)(=O)c2ccc(OC)c(Cl)c2)c(=O)oc2ccccc12	2	-0.2	-12	i	-1	-0.9	-3	-4	-10	5
36	O=C(O)c1cc(S(=O)(=O)NC(Cc2c[nH]c3ccccc23)C(=O)O)ccc1Cl (stereo not given)	1	0.7	-14	i	1	0.6	11	6	11	10
37	CCC(=O)N1c2ccccc2[C@@H](N(C(C)=O)c2ccccc2)C[C@H]1C	0	0.1	-22	i	5	-0.8	2	2	-3	-4
38	CC(=O)Nc1ccc2c(CSc3nnc(-c4cccnc4)n3-c3ccc(C)cc3C)cc(=O)oc2c1	9	-0.6	-39	i	-13	0.2	-2	1	-2	-15
39	COc1cccc(C(=O)NN2CCOCC2)c1	-3	-1.0	8	i	1	-0.1	-2	-2	3	-3
40	CCOC(=O)[C@@H](C)N(C(=O)OC(C)(C)C)S(=O)(=O)N(Cc1ccccc1)[C@H](C(=O)OC)C(C)C	1	-0.4	12	i	8	2.7	4	-1	-15	2
41	CCCCOc1ccc(-c2ncc([N+](=O)[O-])cn2)cc1	-2	0.3	2	i	2	-2.6	0	-6	-7	-3
42	COCCNc1c(-c2ccc(O)cc2)nc2ccc(Cl)cn12	1	-1.2	3	i	-1	-0.5	-1	0	-8	-5
43	COc1cc2c(cc1OC)CN(C(=O)CCCN1C(=O)c3ccccc3C1=O)CC2	5	-0.2	-2	i	-12	-0.3	1	4	-7	-6
44	O=C(Nc1cccc(-n2cnnn2)c1)c1cccc(Cl)c1	-4	0.6	-1	i	-3	1.3	-1	1	-16	-1

Records listed so far printed as active in Rpn11 block.
cpd	structure	NadD inh	TbMetRS inhib	MLLE-PAM2 inh	Rpn11 block	DNMT1 block	LMPTP block	STEP block	CSN deneddyl inh	Scp-1 inhibitor	SUMO1 PPI mod
14	CC(=O)NN1C(=O)/C(=C\c2ccc(Br)o2)SC1=S	0	0.9	11	+	81*	1.6	17	33	6	25
